H1N1 NS1A inhibition: H1N1 influenza NS1A inhibitors, functional cell based assay (AID 504329). NS1A functional cell-based assay, percent inhibition; higher % means a stronger effect. inhibition, % at 12.5 µM, or IC50 in µM where a hit was titrated. 340,000 compounds, 0.3% hits; in the data active = a potency from the dose series; inconclusive = inhibition above about 27% without an active follow-up result; note: strong numbers were not always called active
M. tuberculosis: growth inhibition of non-replicating M. tuberculosis (AID 488890) | Mycobacterium tuberculosis non-replicating, growth inhibition; higher % means a stronger effect | inhibition, % at 25 µM; hits with a dose series show IC50 in µM | 320,000 compounds, 0.39% hits; in the data active = a potency from the dose series; inconclusive = inhibition mostly from about 82% at the one dose, without a potency; inactive = the rest, 99 in 100 with inhibition below about 76%;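 note: plate controls were DMSO cells for no effect and high antibiotic wells for full effect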
M. tuberculosis HTS: M. tuberculosis growth inhibition, HTS (AID 449762); M. tuberculosis H37Rv growth inhibition, 7H9 media; higher % means a stronger effect; inhibition, % at 25 µM, or IC50 in µM where a hit was titrated; 330,000 compounds, 0.59% hits; in the data active = a potency from the dose series; inconclusive = inhibition above about 70% without an active follow-up result;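 note: bacterial growth assessed after seven days of incubation; strong numbers were not always called active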
Salmonella PhoP GFP: PhoP regulon inhibitors, Salmonella typhi PhoP promoter GFP reporter, confirmatory (AID 1850). Salmonella Typhi PhoP-promoter GFP reporter, fluorescence, 4 h; higher % means a stronger effect. inhibition, % at 50 µM; hits with a dose series show IC50 in µM. 310,000 compounds, 0.33% hits; in the data active = a potency from the dose series; inconclusive = inhibition mostly from about 25% at the one dose, without a potency; inactive = the rest, 99 in 100 with inhibition below about 19%;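 note: 0% = induced wells with vehicle and 100% = uninduced wells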
VEEV TC-83 Vero: inhibitors of VEEV TC-83 cytopathic effect, confirmation, Vero cells (AID 588727); inhibition, % at 20 µM, or IC50 in µM where a hit was titrated; 350,000 compounds, 0.13% hits; Vero cells, VEEV TC-83 cytopathic effect inhibition; higher % means a stronger effect; in the data active = a potency from the dose series; inconclusive = inhibition mostly from about 14% at the one dose, without a potency; inactive = the rest, 99 in 100 with inhibition below about 12%; note: strong numbers were not always called active
VEEV TC-83 Vero 10K pilot screen: second read-out of VEEV TC-83 Vero, no call of its own (marks repeat the call); inhibition, %; measured here: 10K pilot screen inhibition
* hit, by the source's call; i = inactive; ? = inconclusive; nt = no result given.

Sample of the layout, 7 compounds:
SMILES | H1N1 NS1A inhibition | M. tuberculosis | M. tuberculosis HTS | Salmonella PhoP GFP | VEEV TC-83 Vero | others
CCC(C)Sc1ccc(-c2nc3ccc(C)cn3c2NCc2ccccc2)cc1OC (configuration not stated) | -5% | 44% | ? | -4% | 3.5%
COc1cc(C(C(=O)NC2CCCCC2)N(C(=O)Cc2c[nH]c3ccccc23)c2ccccc2C)cc(OC)c1OC (configuration not stated) | -1% | 47% | -6% | 3% | 0.2%
C=CCC[C@H](Cc1ccc(F)cc1)C(=O)OC[C@H](C)NC(=O)[C@H](CC=C)CC(=O)NCCO | -1% | 8% | 4% | nt | i
COCc1c(C(=O)NCC2COc3ccccc3O2)oc2ccccc12 (configuration not stated) | -17% | 14% | -4% | nt | 0.7%
COc1cccc(-n2c(=O)[nH]cc(C(=O)Nc3ccc4c(c3)OCCO4)c2=O)c1 | -5% | nt | -7% | 7% | 3.7%
COC(=O)C1=C(c2c(C)noc2C)C[C@@H]2CC[C@H]1N2C(=O)NCCCOC(C)C | -1% | -15% | 4% | nt | 0.2%
CCOC(=O)C1CCN(S(=O)(=O)c2cccc(-c3cn4cc(Cl)ccc4n3)c2)CC1 | -46% | 8% | -1% | -1% | 1.7%

The whole of this part, previewed entries included:
SMILES | H1N1 NS1A inhibition | M. tuberculosis | M. tuberculosis HTS | Salmonella PhoP GFP | VEEV TC-83 Vero | others
CCC(C)Sc1ccc(-c2nc3ccc(C)cn3c2NCc2ccccc2)cc1OC (configuration not stated) | -5% | 44% | ? | -4% | 3.5%
COc1cc(C(C(=O)NC2CCCCC2)N(C(=O)Cc2c[nH]c3ccccc23)c2ccccc2C)cc(OC)c1OC (configuration not stated) | -1% | 47% | -6% | 3% | 0.2%
C=CCC[C@H](Cc1ccc(F)cc1)C(=O)OC[C@H](C)NC(=O)[C@H](CC=C)CC(=O)NCCO | -1% | 8% | 4% | nt | i
COCc1c(C(=O)NCC2COc3ccccc3O2)oc2ccccc12 (configuration not stated) | -17% | 14% | -4% | nt | 0.7%
COc1cccc(-n2c(=O)[nH]cc(C(=O)Nc3ccc4c(c3)OCCO4)c2=O)c1 | -5% | nt | -7% | 7% | 3.7%
COC(=O)C1=C(c2c(C)noc2C)C[C@@H]2CC[C@H]1N2C(=O)NCCCOC(C)C | -1% | -15% | 4% | nt | 0.2%
CCOC(=O)C1CCN(S(=O)(=O)c2cccc(-c3cn4cc(Cl)ccc4n3)c2)CC1 | -46% | 8% | -1% | -1% | 1.7%
COc1ccc(CN(C(=O)c2ccc(CN3CCOCC3)o2)C(C(=O)NCC2CCCO2)c2ccc(F)cc2)cc1 (configuration not stated) | -2% | -1% | 3% | 3% | i
CC(O)CNCc1ccc(-c2ccccc2)cc1 (configuration not stated) | -4% | 8% | 2% | 5% | 0.4%
COc1cc(Cl)c(C)cc1NC(=O)CSc1sc2c(O)cc(=O)[nH]c2c1C#N | 10% | 32% | 3% | 10% | i
O=C(c1ccc(Cn2cc(Br)cn2)cc1)N1CCN(c2ccccc2)CC1 | 3% | 14% | 10% | -10% | 3.1%
N#CCCCSc1nnc(-c2ccccn2)o1 | 7% | 10% | -5% | -3% | 1.2% | VEEV TC-83 Vero 10K pilot screen=0.9
O=C(O)CC1S/C(=N\N=C2CCCCCC2)N(c2ccccc2)C1=O (configuration not stated) | -1% | -9% | -5% | 7% | i
CCN1CCN(S(=O)(=O)c2ccc(Cl)c(C(=O)NC(C)(C)C)c2)CC1 | 3% | 3% | -6% | 0% | 0.1%
Cc1cccc(Cc2cnc(N3C(=N)SC(C)C3=O)s2)c1 (configuration not stated) | -7% | ? | ? | 4% | 38%
CSc1ccc(/C=C(/NC(=O)c2ccc(C)cc2)C(=O)Nc2cccc(F)c2)cc1 | -5% | 19% | 6% | 4% | 1.2%
CCCCOc1ccc(-c2ncc(Cl)cn2)cc1 | -7% | 0% | 3% | 19% | i
Cc1cc(S(=O)(=O)NCc2ccccc2)ccc1OCC(=O)N1CCOCC1 | 1% | -6% | -5% | 7% | 0.4%
Cc1nn(CC(=O)N2CCN(C(=O)c3ccco3)CC2)c(C)c1[N+](=O)[O-] | -12% | -3% | 4% | nt | 6.9%
CC(C)S(=O)(=O)c1nsc2nc(=O)c(/C=C3\C=Nc4ccccc43)c(N)n12 | -4% | -1% | 0% | -9% | 1.8%
CCOc1ccc(-c2c(=O)n(OCc3ccccn3)c3ccccc3[n+]2[O-])cc1 | -6% | 11% | 3% | -12% | i | VEEV TC-83 Vero 10K pilot screen=0.7
Cc1nn(C2CCS(=O)(=O)C2)c(Cl)c1/C=C/C(=O)OCC(=O)Nc1ccc2c(c1)OCO2 (configuration not stated) | -5% | 3% | -2% | 4% | 1.0%
CC1=CC(=O)NP(=O)(Oc2ccc3ccccc3c2)N1 (configuration not stated) | 6% | 8µM* | 98% | -4% | 0.7% | VEEV TC-83 Vero 10K pilot screen=1.2
CSc1nc(NCCCO)c2c3c(sc2n1)CN(C)CC3 | 6% | 7% | -2% | -5% | i
CCCCn1nc(C(=O)N(CC)CC(=O)Nc2c(F)cccc2F)c2ccccc2c1=O | -7% | 26% | -11% | nt | 10%

Going on with the list.
SMILES | H1N1 NS1A inhibition | M. tuberculosis | M. tuberculosis HTS | Salmonella PhoP GFP | VEEV TC-83 Vero | others
Nc1ccc(CCc2nc3ccccc3o2)cc1 | 3% | 17% | ? | 2% | 2.2%
CN(C)CCN=Cc1c(O)n(Cc2ccc3c(c2)OCO3)c(=S)[nH]c1=O | -2% | 7% | -8% | 1% | 0.3%
COC(=O)c1cc(C)nc(Sc2ccccc2NC(C)=O)n1 | nt | 0% | 4% | 2% | 6.7%
CCOc1ccc2[nH]c(=O)c(=O)[nH]c2c1 | 0% | -4% | -7% | -8% | 1.9%
CCn1cc(CN2CCC(C(=O)Nc3cccc(-c4cccc(OC)c4)c3)CC2)cn1 | -3% | 15% | -3% | -6% | 0.3%
CC(C)(C)c1ccc(OCCC(=O)Nc2ccc(N3CCOCC3)cc2N2CCOCC2)cc1 | 12% | 10% | 47% | -1% | 7.6%
CC(=O)c1ccc(Sc2ccccc2)c([N+](=O)[O-])c1 | 8% | 5% | -7% | 4% | 1.1%
COC(=O)c1ccc(C(=O)OC)c(NC(=S)N2CCN(c3ccccc3F)CC2)c1 | 20% | 15% | 1% | -11% | i
COc1cc(NS(=O)(=O)c2ccc3[nH]c(=O)oc3c2)cc(OC)c1 | nt | 3% | -5% | 4% | 1.5%
CN(c1ccccc1)S(=O)(=O)c1cccc(NC(=O)CSc2nnc(C3CC3)n2C)c1 | 7% | nt | 4% | nt | 0.4%
COc1cc2c(Cc3ccccc3)cncc2cc1O | -16% | nt | nt | nt | 4.7%
CCCCN(Cc1cccs1)S(=O)(=O)c1csc(C(N)=O)c1 | -20% | 30% | 8% | 5% | i
CCc1ccc(OCCCC(=O)Nc2nnc(C3CCCO3)s2)cc1 (configuration not stated) | 1% | 15% | 0% | 7% | i
CC1CCCN(Cc2c(O)ccc3c2O/C(=C\c2ccco2)C3=O)C1 (configuration not stated) | 2% | 4% | -2% | -47% | 0.9%
O=C(Nc1ccc2ccccc2n1)c1ccccc1Cl | -7% | 14% | 3% | -3% | 1.2%
COc1cc(COCC(O)CN2CCCCC2C)cc(OC)c1OC (configuration not stated) | -4% | -11% | -2% | -8% | i
CCOC(=O)N=S(=O)(Oc1ccc([N+](=O)[O-])cc1)c1ccccc1 (configuration not stated) | 3% | 2% | 1% | -1% | 4.3%
Cc1ccc(NC(=O)N(CCCN2CCOCC2)Cc2cccnc2)cc1C | 9% | nt | -6% | nt | 0.8%
O=C(CCc1nc(-c2ccccc2F)no1)Nc1cccnc1 | 4% | -4% | -16% | -3% | 3.0%
CC1(C)CC(=O)C=C(Nc2ccc(Cl)cc2)C1 | -21% | -19% | -1% | 0% | i
COc1ccccc1C(C(=O)NC1CCCC1)N(C(=O)c1csnn1)C1CC1 (configuration not stated) | 7% | -4% | 7% | -28% | i
CC1CCC2(CC1)NC(=O)N(CC(=O)NC(=O)NC1CCCC1)C2=O (configuration not stated) | -5% | 7% | 3% | -5% | i
COc1ccc(Cl)cc1S(=O)(=O)Nc1ccncc1 | nt | -6% | -4% | 14% | 2.9%
COCCN(C(=S)Nc1c(C)cccc1C)C(C)c1cccs1 (configuration not stated) | -15% | 12% | -7% | 11% | 1.8%
COC(C(=O)Nc1ccc(S(=O)(=O)Nc2c(C)cccc2C)cc1)c1ccccc1 (configuration not stated) | -8% | 3% | 0% | -16% | 2.0%

New compounds follow
SMILES | H1N1 NS1A inhibition | M. tuberculosis | M. tuberculosis HTS | Salmonella PhoP GFP | VEEV TC-83 Vero | others
COc1ccc(CCNc2cc(-c3ccccc3)nc3ncnn23)cc1 | -17% | 0.49µM* | 4.5µM* | -5% | 9.4%
NC(=NC(=O)c1ccc(OCC(F)(F)F)nc1)c1ccccc1 | 0% | 20% | 1% | 7% | 1.7%
CCOC(=O)C1=C(C)N(C[C@@H]2CC[C@@H](Cc3ccc(-c4ccccc4)cc3)O2)C(=O)NC1c1ccc(Cl)cc1 (some centres not stated) | -4% | nt | nt | nt | 0.8%
O=C(COC(=O)/C=C/c1ccc([N+](=O)[O-])cc1)NNC(=O)c1ccccc1 | -2% | -5% | 7% | nt | i
CC(=O)N1c2ccccc2NC(=O)C1(C)C | 2% | -1% | -3% | -2% | 0.1%
O=C1CC(N2CCN(c3ccccc3F)CC2)C(=O)N1c1ccc(F)cc1 (configuration not stated) | 2% | 18% | -3% | -4% | 0.1%
O=C(Cn1ccnc1)c1ccc(Cl)cc1 | -1% | -5% | -6% | 3% | 0.4%
COc1ccccc1-c1c(C)oc2c(CN3CCCC(C)C3)c(O)ccc2c1=O (configuration not stated) | -3% | nt | nt | nt | 0.6%
COc1ccccc1C(O)c1nccn1C (configuration not stated) | -21% | -9% | -4% | 1% | 1.0%
COc1cc(/C=C2/C(=O)NC(=O)N(c3ccccc3)C2=O)ccc1O | 4% | -5% | 7% | -2% | 1.4%
COc1ccc(-c2nn3c(COc4ccccc4)nnc3s2)cc1OC | -4% | 5% | 4% | -11% | 0.4%
COc1ccc2c(c1)-c1nc(/N=C/c3ccc(O)c(OC)c3)sc1CC2 | 10% | 22% | -1% | -6% | 0.5%
O=C(CSc1cccc(C(F)(F)F)c1)Nc1cc(S(=O)(=O)N2CCCC2)ccc1Cl | -1% | 11% | 5% | -7% | 1.7%
O=C(NCCCCNC(=O)c1c(F)c(F)c(F)c(F)c1F)c1c(F)c(F)c(F)c(F)c1F | -13% | -1% | 3% | 3% | i
NC(=O)C1CCN(C(=O)CCNS(=O)(=O)c2ccccc2F)CC1 | 0% | -14% | -10% | nt | 0.8%
CCS(=O)(=O)N1CCCC(C(=O)c2ccc(OC)cc2C)C1 (configuration not stated) | 11% | 8% | -1% | 4% | 2.6%
C#CCOCCOCCOCCNc1nc(N2CCN(C(=O)CCCCCCCCCCNC(=O)[C@H](CCCCN)n3cc(C)nn3)CC2)nc(N2CCN(C(=O)CCCCCCCCCCNC(=O)[C@@H]([C@H](C)O)n3cc(C)nn3)CC2)n1 | 8% | 43% | ? | -8% | 3.8%
COc1ccc(NC(=S)NCCc2ccc(F)cc2)c(OC)c1 | 16% | 34% | -2% | -2% | i
COC(=O)[C@@]1(C)[C@H]2C(=O)N(Cc3ccccc3)C(=O)[C@H]2[C@H]2CN=C(SCC(=O)c3ccccc3)N21 | -16% | nt | nt | nt | i
O=S(=O)(c1ccc2nc(SCc3ccc(Cl)cc3)[nH]c2c1)N1CCOCC1 | -7% | 38% | -8% | -3% | 0.5%

4 entries from above, sorted by count of non-hydrogen atoms, high to low.
SMILES | H1N1 NS1A inhibition | M. tuberculosis | M. tuberculosis HTS | Salmonella PhoP GFP | VEEV TC-83 Vero | others
CCOC(=O)C1=C(C)N(C[C@@H]2CC[C@@H](Cc3ccc(-c4ccccc4)cc3)O2)C(=O)NC1c1ccc(Cl)cc1 (some centres not stated) | -4% | nt | nt | nt | 0.8%
COc1ccccc1-c1c(C)oc2c(CN3CCCC(C)C3)c(O)ccc2c1=O (configuration not stated) | -3% | nt | nt | nt | 0.6%
O=C(COC(=O)/C=C/c1ccc([N+](=O)[O-])cc1)NNC(=O)c1ccccc1 | -2% | -5% | 7% | nt | i
CC(=O)N1c2ccccc2NC(=O)C1(C)C | 2% | -1% | -3% | -2% | 0.1%

Bioassay records (PubChem)
